DT40 TDP1 CPT: growth inhibition of DT40 Tdp1-/-;hTDP1 cells with camptothecin (screen for TDP1 inhibitors); Potency, µM (titrated, usually from 46.2 µM), inactives show at the top dose activity change, negative = growth inhibition, hits mostly inhibitors; chicken DT40 Tdp1-/-;hTDP1 cells + 20 nM CPT, ATP luminescence, 48 h; 12% of 420,000 active; further: nearly all actives have a fitted effect of over 55% in size
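Cell growth measured by CellTiter-Glo luminescence after a minimum 48 h, 37 C compound exposure with 20 nM CPT in Tdp1-knockout DT40 cells stably expressing hTDP1, seeded 400/well; qHTS titration format.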
GCN5L2 inh: inhibitors of human GCN5L2 histone acetyltransferase | Potency, µM (highest dose often 58.9 µM), for the others: top-dose activity change, negative = inhibition, most hits filed as inhibitors | AID 504327 | GCN5L2 HAT assay, ThioGlo1 CoA-SH fluorescence | 0.21% of 390,000 active
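Enzyme at 20nM final was mixed with library compounds for 15 min at room temperature. Peptide H3(1-25) at 75uM, acetyl-CoA at 70uM and ThioGlo1 at 50uM were then added. Plates were read immediately and after 20 min (Ex340nm/Em540nm).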
FEN1 inhibitor: human FEN1 inhibition; Recombinant FEN1 flap cleavage, fluorescence, 15 min; Potency, µM (top dose mostly 114 µM), for the others: at the top dose activity change, negative = inhibition, usual class: inhibitors; 0.35% of 390,000 active; P39748; further: nearly all actives have a fitted effect of over 65% in size
Target sequence (P39748 whole entry, looked up): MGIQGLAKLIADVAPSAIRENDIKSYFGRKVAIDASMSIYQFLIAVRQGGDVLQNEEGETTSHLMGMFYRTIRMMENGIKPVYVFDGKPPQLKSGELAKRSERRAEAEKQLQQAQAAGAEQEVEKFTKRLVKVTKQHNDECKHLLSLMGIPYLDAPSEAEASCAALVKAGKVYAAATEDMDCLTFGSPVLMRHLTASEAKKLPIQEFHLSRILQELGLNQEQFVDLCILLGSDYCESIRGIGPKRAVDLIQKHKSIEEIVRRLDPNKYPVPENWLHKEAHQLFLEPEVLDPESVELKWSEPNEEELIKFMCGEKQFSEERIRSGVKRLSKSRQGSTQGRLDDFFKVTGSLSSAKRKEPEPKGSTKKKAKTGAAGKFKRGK
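Steps: FEN1 (10 nM) dispensed; compound added by pin tool; 15 min at room temperature; substrate added to 50 nM final; reads at 0 min and 15 min; data normalized and fitted (four-parameter Hill).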
Numbers without * were called inactive; ? = inconclusive; . = not tested or not shown; [ ] = dose if it differs, or a comment. The call rests on the fitted dose curve; in most records, active means well fitted curve in the direction sought with a large enough effect; inconclusive means small, poorly fitted or top-dose-only effect, or another doubt; inactive means no such curve, though single readings can be large; an effect the other way counts as inactive or inconclusive. On the % scale 0 is the no-effect control and ±100 the full control effect; potency means the concentration at half of the fitted maximal effect. Not all compounds are listed; the hit share may differ from the screen's.

Start of the data: the first 4 entries (preview)
SMILES	DT40 TDP1 CPT	GCN5L2 inh	FEN1 inhibitor
CCOc1ccc(CNC(=O)c2ccc3c(c2)nc2n3CCC(C)C2)cc1OC (stereo unspecified)	2%	-15%	-11%
COC(=O)N/N=C\c1ccccc1OC/C=C/c1ccccc1	?	-9%	16%
CCOC(=O)c1cc(C)sc1/N=C/C1C(=O)CCCC1=O	-15%	-2%	-1%
Cc1ccccc1Nc1c(-c2cccnc2)nc2ccc(Br)cn12	15µM*	-2%	-7%

The listing, from the first entry:
SMILES	DT40 TDP1 CPT	GCN5L2 inh	FEN1 inhibitor
CCOc1ccc(CNC(=O)c2ccc3c(c2)nc2n3CCC(C)C2)cc1OC (stereo unspecified)	2%	-15%	-11%
COC(=O)N/N=C\c1ccccc1OC/C=C/c1ccccc1	?	-9%	16%
CCOC(=O)c1cc(C)sc1/N=C/C1C(=O)CCCC1=O	-15%	-2%	-1%
Cc1ccccc1Nc1c(-c2cccnc2)nc2ccc(Br)cn12	15µM*	-2%	-7%
O=C1Cc2cc(NS(=O)(=O)c3ccc(Cl)cc3)cc3c2N1CCC3	?	1%	6%
O=C1C=CC(=O)N1N(c1ccccc1)c1ccccc1	10µM*	-6%	-14%
O=C(N/N=C/C1CC2CCC1C2)c1c[nH]c2ccccc12 (stereo unspecified)	-2%	-2%	14%
CC(=O)C1=C(c2ccc(Br)cc2)C(=O)c2ccccc2C1=O	1.3µM*	-2%	-23%
COc1cccc(C(=O)/C=C2\NCCc3cc(OC)c(OC)cc32)c1	?	-2%	?
CCOc1ccc(NC(=O)Cc2ccccc2)c([N+](=O)[O-])c1	?	27%	11%
COC(=O)C1=C(C)N(C(C)c2ccccc2)C(=O)/C1=C\c1ccco1 (stereo unspecified)	?	-10%	?
Cc1ccc(S(=O)(=O)N2CCCC2CNC(=O)C(=O)Nc2ccccc2)cc1 (stereo unspecified)	29µM*	-1%	33%
CCCCn1c(N)c(N(CCOC)C(=O)c2cc(-c3ccc(OC)c(OC)c3)nc3ccccc23)c(=O)[nH]c1=O	-10%	-8%	-9%
CN(C)S(=O)(=O)c1ccc(Cl)c(C(=O)OCC(=O)NC(=O)c2cccn2C)c1	-1%	-2%	-2%
COc1ccccc1N(C)S(=O)(=O)c1ccc(C(=O)NC(C)(C)C)cc1	-23%	-5%	-4%
COC(=O)C1=C(NC(=O)c2ccccc2C)CCS1	-16%	-3%	-21%
CCOc1ccc(NS(=O)(=O)c2ccc3c(c2)oc(=O)n3C)cc1	-29%	0%	1%
CN1CC(c2ccc(Cl)c(Cl)c2)[C@@]2(COc3ccccc3C2=O)[C@@]12C(=O)Nc1ccccc12 (stereo partly specified)	18µM*	-2%	-6%
O=C(O)c1n[nH]c2c1CCCC2	1%	3%	2%
O=C(Cc1ccccc1)Nc1cccc(C(=O)N/N=C/c2ccco2)c1	0%	0%	0%
COc1ccccc1OCCC(=O)OCC(=O)NC(C)c1ccccc1 (stereo unspecified)	-9%	-11%	20%
CCCOc1ccc2oc(=O)c3c(c2c1)CCCN3C(=O)CN1CCc2ccccc2C1	?	-14%	3%
CNC(=O)c1ccc(NC(=O)c2cc(S(=O)(=O)N3CCOCC3)ccc2N2CCCC2)cc1	-3%	-1%	-3%
O=C(OCCCN=C1NS(=O)(=O)c2ccccc21)c1ccccc1F	-9%	1%	-4%
COc1ccccc1N1C(=O)c2ccc(C(=O)Nc3ccc(F)cc3)cc2C1=O	1%	-3%	-16%
CCOC(=O)Cc1csc(NC(=O)c2cccc(N3C(=O)CCC3=O)c2)n1	-10%	2%	14%
O=C(CSc1nccn1-c1ccc(Cl)cc1)Nc1ccc(Cl)c(Cl)c1	-9%	0%	6%
COC(=O)C(Sc1nc(C)cc(C)c1C#N)c1ccccc1 (stereo unspecified)	-17%	-9%	?
COc1ccc(N2CC(NC(=O)COc3ccc4ccccc4c3)CC2=O)cc1 (stereo unspecified)	-22%	3%	-3%
CC(=O)Nc1ccc(N(CC(O)Cn2c3ccccc3c3ccccc32)S(=O)(=O)c2ccc(C)cc2)cc1 (stereo unspecified)	?	-5%	-17%

Part of the list above, with values under each structure:
The line under a structure holds: DT40 TDP1 CPT | GCN5L2 inh | FEN1 inhibitor
> COC(=O)C(Sc1nc(C)cc(C)c1C#N)c1ccccc1 (stereo unspecified)
 : -17% | -9% | ?
> COc1ccccc1OCCC(=O)OCC(=O)NC(C)c1ccccc1 (stereo unspecified)
 : -9% | -11% | 20%
> CCCOc1ccc2oc(=O)c3c(c2c1)CCCN3C(=O)CN1CCc2ccccc2C1
 : ? | -14% | 3%
> COc1ccccc1N1C(=O)c2ccc(C(=O)Nc3ccc(F)cc3)cc2C1=O
 : 1% | -3% | -16%

Additional compounds
SMILES	DT40 TDP1 CPT	GCN5L2 inh	FEN1 inhibitor
O=C(Oc1cc(Cl)ccc1Cl)C1=CC=CN2CCS(=O)(=O)N=C12	-21%	-6%	-1%
O=C1CN(C(=O)COC(=O)CCCOc2ccccc2)c2ccccc2N1	30%	-1%	-2%
N#C/C(=N\Nc1ccccc1)C(=N)N1CCCCCC1	?	-16%	9%
CCOC(=O)C(C)Sc1ncnc2nc[nH]c12 (stereo unspecified)	2%	-1%	-16%
O=C(c1ccccc1F)N1CCCC(C(=O)N2CCN(c3ccccc3)CC2)C1 (stereo unspecified)	13%	2%	-5%
COc1cccc(/C=C/C(=O)OCC(=O)NCc2ccco2)c1	-6%	-5%	1%
COc1cccc(CN2CCN(c3ccc(F)cc3)C2=O)c1	-17%	0%	40%[activator]
Cn1c(=O)c2c(ncn2CC(=O)Nc2nc3ccc(F)cc3s2)n(C)c1=O	-2%	-3%	2%
CCC(c1nnc(SCC(=O)N2CCOCC2)n1C1CCCCC1)N(C)C (stereo unspecified)	-2%	-6%	-14%
COc1cccc(CNS(=O)(=O)c2ccc3c(c2)N(C)CCO3)c1	?	-3%	16%
Cn1c(=O)n(Cc2ccc(F)cc2)c(=O)c2c1nc1n2CCN1Cc1ccco1	-16%	-4%	-6%
COc1ccccc1-n1nc(-c2ccccc2)c2cnc3c(F)cc(F)cc3c21	-9%	-12%	13%
CCC(=O)Nc1ccc(N2CCOCC2)c(S(=O)(=O)Nc2ccc(OC)cc2)c1	?	-4%	0%
COc1ccc(N2CCN(C(=S)Nc3cc(C)ccc3C)CC2)cc1	-9%	2%	-3%
O=c1c(-c2ccc(F)c(F)c2)nc2cncnc2n1-c1ccccc1	8%	-6%	.
CN(C)[C@H]1N(C(=O)c2ccc(Br)cc2)N=C2c3ccccc3S(=O)(=O)N21	-4%	-4%	5%
COc1cc(/C=C(\C#N)c2nc3ccc(C)cc3[nH]2)ccc1OC(C)C	?	-3%	10%
CCOc1ccc(N(C(=O)CNC(=O)c2ccco2)C(C(=O)NC2CCCC2)c2ccco2)cc1 (stereo unspecified)	21%	3%	0%
Cc1cc(C)n(CC(O)COc2ccccc2C(=O)Nc2ccccc2)n1 (stereo unspecified)	?	1%	2%
Cc1ccc2nc(SCC(=O)NC3CC3)[nH]c2c1	-6%	-14%	-14%
COc1ccc(Nc2nc(Cl)nc(NCCO)n2)cc1	-12%	-4%	0%
COc1cc2ncnc(NCc3ccc4c(c3)OCO4)c2cc1OC	?	-13%	-18%
COc1ccc(C(=O)Nc2ccc3ccccc3c2)c(OC)c1	?	-21%	-1%
CCCCCCOc1ccc(N2C(=O)CC(S/C(N)=N/N=C(\C)c3cccs3)C2=O)cc1 (stereo unspecified)	-15%	-4%	-2%
COc1ccc(NC(=O)CC2SC(=Nc3ccccc3)NC2=O)c(OC)c1 (stereo unspecified)	?	-5%	-18%
CCC(CC)c1nn2c(=O)cc(COc3ccc(NC(=O)c4ccccc4Cl)cc3)nc2s1	?	2%	-3%
CN(c1ccccn1)c1ncnc2[nH]ncc12	-2%	-21%	11%
O=C(CSCc1c(Cl)cccc1Cl)Nc1cccnc1	-14%	-2%	1%
O=C1CC(c2ccco2)Cc2nc(N3CCN(Cc4ccc5c(c4)OCO5)CC3)ncc21 (stereo unspecified)	-13%	-12%	12%
CCOC(=O)c1cc2c(ccn2C)n1CC(=O)N1CCN(c2cccc(C(F)(F)F)c2)CC1	16µM*	?	-18%
C=CCn1c(COc2ccccc2)nnc1SCC(=O)O	-2%	1%	8%
Cc1cc(C(=O)OCC(=O)N2CCCC2)c2ccccc2n1	2%	-10%	1%
O=C(Nc1cc(S(=O)(=O)N2CCOCC2)ccc1N1CCCC1)C1COc2ccccc2O1 (stereo unspecified)	?	-5%	2%
COc1ccc(NC(=O)C/C(C)=N/NC(=O)c2cnccn2)cc1Cl	-9%	-2%	-14%
O=C(NCc1ccc2c(c1)OCO2)Nc1cccc2ccccc12	-5%	-11%	-5%
Cc1ccc(-c2ccc(C(=O)Nc3ccccc3)o2)c2ccccc12	?	-11%	-23%
CCC(C)[C@H](NC(=O)[C@H](Cc1ccccc1)n1c(=O)[nH]c2ccccc2c1=O)C(=O)N1CCC(C(=O)O)CC1 (stereo partly specified)	10%	7%	1%
CCOc1ccc(NC(=O)CSc2nc3c([nH]c4ccccc43)c(=O)n2C)cc1	-4%	0%	2%
COC(=O)[C@@]1(Cc2ccc(OC)cc2)[C@@H]2[C@@H](CC(=O)[C@H]2CC(=O)C(=O)N(C)C)CN1C(=O)c1ccccc1	23µM*	2%	12%
CC(C)NC(=O)N1CCN(S(=O)(=O)c2ccc3c(ccn3C)c2)CC1	.	-9%	-5%
COC(=O)C1C(=O)C=C(Nc2ccc(F)cc2F)CC1c1ccc(OC)cc1 (stereo unspecified)	-6%	-1%	-2%
Cc1ccc(CCNC(=O)c2ccc(Cn3c(=O)c4cccn4c4cccnc43)cc2)cc1	?	-2%	15%
Cc1c(NC(=O)CC2CC(C)OC2=O)c(=O)n(-c2ccccc2)n1C (stereo unspecified)	6%	.	6%
CC(=O)Nc1cccc(NC(=O)c2ccc([N+](=O)[O-])cc2Cl)c1	-17%	2%	11%
CCOc1cc(C(=O)Nc2ccc(S(=O)(=O)Nc3cnc4ccccc4n3)cc2)cc(OCC)c1OCC	-6%	.	9%
CCOc1ccc(Cn2c(CNS(=O)(=O)c3cccs3)nc3cccnc32)cc1	?	2%	4%
CCn1c(C(=O)N2CCC(C(=O)NCc3ccc(OC)cc3)CC2)cc2sccc21	?	-7%	-3%
CCCN(C1CCS(=O)(=O)C1)S(=O)(=O)c1ccc(F)cc1 (stereo unspecified)	11%	1%	-1%
CCN(CC)c1ccc(/C=C2/SC(=O)N(C(C)C)C2=O)o1	-91%	-9%	-27%
CCOC(=O)c1ccc(NC(=O)CSc2nnc(COc3ccccc3OC)n2C)cc1	-11%	-1%	9%

Brought forward from above: 2 entries, then new ones.
SMILES	DT40 TDP1 CPT	GCN5L2 inh	FEN1 inhibitor
CCN(CC)c1ccc(/C=C2/SC(=O)N(C(C)C)C2=O)o1	-91%	-9%	-27%
CCOC(=O)c1ccc(NC(=O)CSc2nnc(COc3ccccc3OC)n2C)cc1	-11%	-1%	9%
CSc1ccccc1NC(=O)CN(C)C(=O)/C=C/c1ccccc1	-3%	-7%	-13%
O=C1c2cccc(NCCCNCCO)c2C(=O)c2cccc(NCCCNCCO)c21	5.8µM*	.	3.5µM*
CC(CCc1ccccc1)NC(=O)c1ccc(NC(=O)c2cccc(Br)c2)cc1 (stereo unspecified)	?	1%	0%
Cc1nc2sc3c(c2c(=N)n1N)CCCC3	-8%	-14%	-1%
O=C(N/N=C/c1ccc(OC2CSC2)cc1)c1ccccc1	3%	6%	-2%
O=C(/C=C/c1c(F)cccc1Cl)Nc1ncccn1	1%	0%	0%
CCN(C(=O)c1ccc(C(C)(C)C)cc1)c1nnc(Cn2nnc3ccccc32)s1	7.3µM*	-18%	-22%
COC(=O)c1nnn(CC(=O)Nc2c(C)cccc2C)c1N	-1%	-1%	2%
CCCCc1cc(=O)oc2cc(OCC(=O)N3CCC(C(=O)O)(c4ccccc4)CC3)ccc12	-7%	-17%	2%
Cc1cccc(-c2c3c(=O)n(C)c(=O)n(C)c3c3cccnn23)c1	-8%	-2%	?
Cc1ccc(C)c(NC(=O)Cn2cc(C(=O)c3ccc(Cl)cc3)c(=O)c3ccc(C)nc32)c1	-11%	2%	15%
COc1ccc(-c2nnc(SCc3cccnc3)o2)cc1	-3%	-1%	1%
CCC(C)c1c(O)nc(SCC(=O)Nc2ccccc2)[nH]c1=O (stereo unspecified)	-18%	4%	-3%
COc1ccccc1NC(=O)CSc1ccc2nnc(-c3cccnc3)n2n1	-6%	-3%	-1%
O=S(=O)(c1cccs1)N1CCN(CC(O)COc2cccc(Br)c2)CC1 (stereo unspecified)	21µM*	-8%	-22%

Source: PubChem
